From PubChem
RGS4-Gao reg – human RGS4-Galphao interaction regulation | Multiplexed bead flow cytometry, RGS4-Galphao binding; actives lie on both sides | binding response (% of control), % at 10 µM | 220,000 tested, 0.33% active; in the data active means binding response below about 49% or above about 150%; inactive means in between;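 further: fluorescent Galphao activated with aluminum fluoride binding bead-coupled RGS4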
Target sequence (P09471 whole entry, looked up): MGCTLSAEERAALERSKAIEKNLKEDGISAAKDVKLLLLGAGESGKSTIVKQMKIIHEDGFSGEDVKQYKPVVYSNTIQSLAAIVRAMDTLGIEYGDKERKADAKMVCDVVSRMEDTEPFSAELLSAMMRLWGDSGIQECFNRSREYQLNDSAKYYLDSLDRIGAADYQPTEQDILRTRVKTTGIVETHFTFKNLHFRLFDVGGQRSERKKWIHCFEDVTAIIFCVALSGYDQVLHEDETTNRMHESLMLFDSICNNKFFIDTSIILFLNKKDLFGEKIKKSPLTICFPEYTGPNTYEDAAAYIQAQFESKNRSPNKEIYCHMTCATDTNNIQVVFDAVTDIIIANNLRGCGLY
Avidin bead fluor – avidin bead compound fluorescence profile; 220,000 tested, 0.38% active; fluorescence (KMESF) at 10 µM; Avidin beads, compound fluorescence 488/530 nm, flow cytometry; stronger effect = higher value; in the data active means fluorescence above about 47; further: inactives centre near 10
ABCB1 inh – inhibitors of human ABCB1 transporter, ABCG2 counter-screen; CCRF-Adr cells, JC-1 efflux, flow cytometry; inhibition, % at 6.6 µM; 190,000 tested, 0.067% active; in the data active means inhibition above about 40%;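 further: 0% = vehicle and 100% = reference inhibitor; higher value means more JC-1 retained so stronger ABCB1 efflux block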
GSH fluor – compound fluoresces at 488/530 nm on GSH beads; GSH beads flow cytometry, compound fluorescence 488/530 nm; stronger effect = higher value; AID 1776; 190,000 tested, 0.25% active; fluorescence (KMESF) at 10 µM; in the data active means fluorescence above about 89;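 further: glutathione beads carrying GST-tagged Bcl family fusion proteins plus one bare bead set; values are compound well signal with DMSO vehicle wells as background; inactives centre near 16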
Bfl-1 Bim block – disrupts Bim binding to human Bfl-1. Q16548. Bead-based flow cytometry, Bim-Bfl-1 binding inhibition. inhibition, % at 10 µM. AID 1008. 190,000 tested, 0.12% active;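 further: 0% = wells without compound plus tracer and 100% = blocker peptide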
Bcl-W Bim block – disrupts Bim peptide binding to human Bcl-W; Q92843; bead-based flow cytometry; inhibition, % at 10 µM; 190,000 tested, 0.02% active;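 further: 0% = bound tracer without compound and 100% = peptide blocker; higher means less fluorescent Bim peptide bound to Bcl-W beads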
Bcl-B Bim block – inhibitors of Bim-Bcl-B interaction, human; Q9HD36; bead-based flow cytometry, Bim peptide-Bcl-B binding; inhibition, % at 10 µM; 190,000 tested, 0.073% active;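 further: 0% = tracer peptide without compound and 100% = reference inhibitor peptide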
Target sequence (Q9HD36 whole entry, looked up): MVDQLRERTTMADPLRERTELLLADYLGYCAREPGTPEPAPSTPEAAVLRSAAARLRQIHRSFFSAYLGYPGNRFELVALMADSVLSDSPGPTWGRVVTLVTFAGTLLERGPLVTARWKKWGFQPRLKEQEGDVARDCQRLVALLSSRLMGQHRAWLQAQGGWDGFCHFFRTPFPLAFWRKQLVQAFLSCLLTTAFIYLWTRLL
Bim-Bcl-XL – human Bim-Bcl-XL interaction inhibition; AID 1007; 190,000 tested, 0.04% active; inhibition, % at 10 µM; Bim peptide-Bcl-XL binding, bead flow cytometry, fluorescence; Q07817
RGS7-Gao – modulates binding of RGS7 to human Galphao. 220,000 tested, 0.35% active. AID 1439. binding response (% of control), % at 10 µM. Multiplexed bead flow cytometry; actives lie on both sides; in the data active means binding response below about 49% or above about 150%; inconclusive means no clear call, values can overlap the other calls; inactive means in between;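 further: fluorescent Galphao held in activated GDP-AlF4 state binding bead-coupled RGS7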
ABCG2 block – blocks JC-1 efflux by human ABCG2 transporter; Q9UNQ0; IgMXP3 cells, flow cytometry; inhibition, % at 6.6 µM; 190,000 tested, 0.1% active; AID 1325;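 active means inhibition above 80%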;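 further: 0% = DMSO and 100% = nicardipine control wells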
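Times: 10 min at 25 °C | Test system: Two drug-resistant human cell lines, ABCG2 and ABCB1 | Quantity: 3 million cells/mL final, two lines in 1:1 ratio | Signal: Flow cytometry, 530 nm JC-1 signal | Dosing: Compound at 6.6 µM | Controls: Nicardipine and DMSO wells | Reagent: JC-1 as fluorescent efflux pump substrate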
Bcl-2 Bim block – human Bim-Bcl-2 interaction inhibition | 190,000 tested, 0.06% active | inhibition, % at 10 µM | Bead-based flow cytometry, Bim peptide-Bcl-2 binding | AID 950; in the data active means inhibition above about 40%; inconclusive means no clear call, values can overlap the other calls;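 further: 0% = no compound wells with probe peptide and 100% = reference peptide inhibitor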
Target sequence (P10415 whole entry, looked up): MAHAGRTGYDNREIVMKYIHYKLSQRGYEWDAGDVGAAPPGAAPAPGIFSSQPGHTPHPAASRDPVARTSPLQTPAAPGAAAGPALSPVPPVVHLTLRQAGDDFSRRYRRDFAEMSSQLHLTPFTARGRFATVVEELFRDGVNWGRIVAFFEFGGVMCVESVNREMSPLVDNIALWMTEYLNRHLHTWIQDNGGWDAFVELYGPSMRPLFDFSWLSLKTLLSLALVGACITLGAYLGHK
* hit, by the source's call; ? = inconclusive. Unless noted, no stated cut-off is given here; in the data, active means inhibition above about 40%. Outcome played no part in choosing rows, and some 1.3% of all compounds hit somewhere here.

Results follow in this order: RGS4-Gao reg, Avidin bead fluor, ABCB1 inh, GSH fluor, Bfl-1 Bim block, Bcl-W Bim block, Bcl-B Bim block, Bim-Bcl-XL, RGS7-Gao, ABCG2 block, Bcl-2 Bim block
> COCC(=O)Nc1nc(-c2ccccc2)c(C)s1
  101, 10, 0.2, 13, -9, -1, -18, -7, 99, 3, -13
> COc1ccc(N(C(=O)C(C)C)S(=O)(=O)c2cccs2)cc1
  92, 8, 0.4, 50, -11, 0, -9, -7, 87, 2, -11
> CN1CCN(c2ccc(NC(=O)COc3ccccc3Cl)cc2)CC1
  101, 16, 0.4, 34, -10, 0, 0, -1, 99, 1, -5
> O=C(NCc1ccco1)c1ccc(Br)c(S(=O)(=O)N2CCCCC2)c1
  96, 17, 0.1, 8, 2, 3, 3, 2, 90, 1, 6
> CC(=O)Oc1cccc(N2C(=O)C3C(C2=O)C2C=CC3C23CC3)c1 (stereo unspecified)
  109, 10, 1.3, 13, -9, 0, -7, -3, 104, 7, -9
> COc1cccc(/C=N/Nc2ncnc3c2ncn3Cc2ccccc2)c1O
  99, 15, 1.7, 15, -13, -2, -9, -4, 101, 2, -2
> CCn1c(/C=C/Nc2ccccc2)[n+](CC)c2ccc(C(=O)OCC(F)(F)F)cc21
  106, 3, 0.5, 9, -2, 1, -6, 0, 104, 11, -5
> Cc1cc(CNC(=O)C(C)n2cc([N+](=O)[O-])cn2)c2ccccc2n1 (stereo unspecified)
  97, 9, 1.8, 10, -3, -1, -2, -2, 89, 19, -1
> CCNC(=O)N1C(CC(=O)OCC)C(=O)NC2CCCCC21 (stereo unspecified)
  104, 5, 0.5, 55, -9, 2, -5, 0, 102, 1, -8
> CC(C)c1ccc(OCc2ccc(C(=O)N3CCN(c4ccccn4)CC3)cc2)cc1
  100, 11, 0.3, 25, -3, -1, 0, -1, 96, -1, 0
> CC1CCN(C(=O)CCc2ccc(Oc3cc([N+](=O)[O-])cc([N+](=O)[O-])c3)cc2)CC1
  99, 9, 2.3, 10, -13, -5, -14, -7, 99, 17, -10
> N#Cc1cn(CCCOc2ccccc2)c2ccccc12
  101, 21, 0.0, 17, -1, -4, -4, -2, 97, 1, 6
> O=C(O)c1c[nH]ccc1=O
  104, 15, -0.1, 22, 0, 0, -4, -1, 105, 0, 0
> Cc1ccc(C(C)C)c(OCC(=O)Nn2c(=O)[nH]c3ccccc3c2=O)c1
  103, 21, 0.4, 13, -4, -7, -1, -6, 106, 2, 0
> O=C(O)CP(=O)(c1ccccc1)c1ccccc1
  103, 9, 1.9, 38, -7, -3, -2, -7, 102, 17, -6
> OC(CNCc1ccccc1)(c1ccc(F)cc1)c1ccc(F)cc1
  99, 8, 0.7, 53, -8, 1, -5, 1, 102, 3, -6
> CCN(CC)CCCNC(=O)c1cc(-c2ccc(Cl)cc2)on1
  99, 26, 0.2, 22, -24, -8, -9, -8, 99, 6, -9
> CCNC(=O)Nc1cc2nc(C)n(Cc3ccc(Br)cc3)c2nc1C
  101, 3, 0.1, 28, -4, -1, -5, -2, 96, 2, -5
> O=C1CC(N2C(=O)/C(=C/C=C/c3ccccc3)SC2=S)C(=O)N1c1ccccc1 (stereo unspecified)
  97, 13, -1.4, 8, -9, 4, -18, 5, 100, -11, 0
> Cc1ccccc1NC(=O)c1cccc(C(F)(F)F)c1
  95, 15, 0.3, 15, -8, -5, -11, -8, 95, 5, -21
> Cc1cc(/C=N/NC(=O)COc2cccc3cccnc23)c(C)n1-c1ccc(O)cc1
  101, 15, 0.5, 23, 0, -1, -2, -5, 101, 6, 0
> O=S1(=O)c2ccccc2N=NN1Cc1cc(Cl)cc(Cl)c1
  99, 8, 0.3, 13, -1, -4, -3, -3, 100, 2, -2
> O=C(COc1ccc(Br)cc1)N1CCN(c2ccc([N+](=O)[O-])c(N3CCCCC3)c2)CC1
  101, 12, 1.7, 12, -4, -1, -8, -6, 100, 14, -6
> Cc1cccc(OC2CCN(Cc3c(C(=O)N4CCCC4)nc4ccccn34)CC2)c1
  101, 13, 1.5, 17, -3, -1, -1, -1, 100, 1, -3
> COc1ccc2c(=O)c(-c3cnn(-c4ccccc4)c3)c(C)oc2c1
  98, 26, 0.2, 18, 0, 0, 1, 1, 98, -1, 1
> Oc1ccc(/C=N/n2c(-c3ccco3)csc2=Nc2cccnc2)c(O)c1
  96, 5, -0.5, 12, 4, -3, -9, -5, 94, -6, -1
> Cc1nn(Cc2c(F)c(F)c(F)c(F)c2F)c(C)c1NC(=O)c1ccc(COc2ccc(Cl)cc2Cl)o1
  94, 11, 18, 23, 0, 0, 0, -4, 95, -6, 2
> CCCC1Cc2c(sc(N)c2C#N)CO1 (stereo unspecified)
  98, 9, 2.1, 13, -2, -1, -18, -2, ?, 14, 0
> COc1ccc(N2C(=O)CCC(C(C)=O)=C2C)cc1
  101, 15, -0.1, 37, -21, -5, -7, -14, 99, 39, -10
> COc1ccccc1OCc1nc2ccccc2s1
  98, 8, 0.8, 11, -11, 0, -11, -6, 96, 9, -10
> Cc1ccc(CSCCNC(=O)CSCc2ccc([N+](=O)[O-])cc2)cc1
  105, 8, 0.2, 27, 1, -2, -1, -11, 105, 3, 0
> COc1ccccc1N1CCN(C(=O)c2cc(-c3ccc(C)cc3)on2)CC1
  105, 15, 0.6, 17, -2, -3, -6, -1, 102, 3, -6
> Cc1cccc(C(=O)NC(=S)N2CCc3ccccc3C2)c1
  100, 7, 0.6, 24, 0, -3, -17, -6, 98, 9, 1
> Cn1c(=O)c(=O)n(C)c2cc(S(=O)(=O)N3CCCCCC3)ccc21
  101, 14, 1.0, 22, -1, -3, -7, -5, 98, 4, 0
> CCSc1ncc(/C=N/Nc2ccccc2)n1C
  106, 13, 0.4, 31, -16, 0, -11, -5, 94, 1, -8
> O=C(Nc1cc(C(=O)N2CCCC2)ccc1N1CCCC1)C1CC1
  97, 5, 0.7, 16, -1, -3, -2, -3, 104, 2, -1
> COC(=O)c1cc(=O)n(Cc2cccs2)c(=Nc2ccc(F)cc2)s1
  101, 5, 0.0, 18, -8, -2, -4, -2, 101, 2, -7
> N=C1/C(=C\c2ccc(SCc3ccccc3)o2)C(=O)N=C2SC=NN12
  101, 11, 0.1, 12, -5, 0, -3, -3, 103, 2, -1
> CCCCN1C(=O)C2C3C=CC(C2C1=O)C1C2C(=O)N(CCCC)C(=O)C2C31 (stereo unspecified)
  101, 13, -0.1, 11, -8, -2, -9, -5, 102, 0, -9
> Cc1ccc(C(=O)N/N=C2\CCSC2)cc1[N+](=O)[O-]
  102, 2, 0.8, 7, 0, 0, 0, 0, 97, 6, 0

A second format for part of the listing above.
| canonical_smiles | RGS4-Gao reg | Avidin bead fluor | ABCB1 inh | GSH fluor | Bfl-1 Bim block | Bcl-W Bim block | Bcl-B Bim block | Bim-Bcl-XL | RGS7-Gao | ABCG2 block | Bcl-2 Bim block |
| --- | --- | --- | --- | --- | --- | --- | --- | --- | --- | --- | --- |
| Cc1cc(/C=N/NC(=O)COc2cccc3cccnc23)c(C)n1-c1ccc(O)cc1 | 101 | 15 | 0.5 | 23 | 0 | -1 | -2 | -5 | 101 | 6 | 0 |
| O=S1(=O)c2ccccc2N=NN1Cc1cc(Cl)cc(Cl)c1 | 99 | 8 | 0.3 | 13 | -1 | -4 | -3 | -3 | 100 | 2 | -2 |
| O=C(COc1ccc(Br)cc1)N1CCN(c2ccc([N+](=O)[O-])c(N3CCCCC3)c2)CC1 | 101 | 12 | 1.7 | 12 | -4 | -1 | -8 | -6 | 100 | 14 | -6 |
| Cc1cccc(OC2CCN(Cc3c(C(=O)N4CCCC4)nc4ccccn34)CC2)c1 | 101 | 13 | 1.5 | 17 | -3 | -1 | -1 | -1 | 100 | 1 | -3 |
| COc1ccc2c(=O)c(-c3cnn(-c4ccccc4)c3)c(C)oc2c1 | 98 | 26 | 0.2 | 18 | 0 | 0 | 1 | 1 | 98 | -1 | 1 |
| Oc1ccc(/C=N/n2c(-c3ccco3)csc2=Nc2cccnc2)c(O)c1 | 96 | 5 | -0.5 | 12 | 4 | -3 | -9 | -5 | 94 | -6 | -1 |
| Cc1nn(Cc2c(F)c(F)c(F)c(F)c2F)c(C)c1NC(=O)c1ccc(COc2ccc(Cl)cc2Cl)o1 | 94 | 11 | 18 | 23 | 0 | 0 | 0 | -4 | 95 | -6 | 2 |
| CCCC1Cc2c(sc(N)c2C#N)CO1 (stereo unspecified) | 98 | 9 | 2.1 | 13 | -2 | -1 | -18 | -2 | ? | 14 | 0 |
| COc1ccc(N2C(=O)CCC(C(C)=O)=C2C)cc1 | 101 | 15 | -0.1 | 37 | -21 | -5 | -7 | -14 | 99 | 39 | -10 |
| COc1ccccc1OCc1nc2ccccc2s1 | 98 | 8 | 0.8 | 11 | -11 | 0 | -11 | -6 | 96 | 9 | -10 |

(more compounds)
Results follow in this order: RGS4-Gao reg, Avidin bead fluor, ABCB1 inh, GSH fluor, Bfl-1 Bim block, Bcl-W Bim block, Bcl-B Bim block, Bim-Bcl-XL, RGS7-Gao, ABCG2 block, Bcl-2 Bim block
> CCOc1ccc(C(=S)N2CCCC2)cc1OC
  101, 2, 0.3, 6, 1, 0, 0, -3, 103, 2, 0
> Cc1cc(N)nc(C)c1C#N
  100, 10, 0.3, 20, -6, 1, -1, 3, 98, 7, -5
> Cc1ccc(S(=O)(=O)N2CCN(S(=O)(=O)c3ccc(C)cc3)C3OCCOC32)cc1 (stereo unspecified)
  103, 6, -2.2, 34, -11, -4, -11, -19, 98, -3, -9
> CN(C)c1cccc(C(=O)OCC(=O)Nc2ccccc2Sc2ccccc2)c1
  103, 10, 1.2, 11, 0, -2, -1, -4, 99, 29, 0
> COc1cccc(C2=NOC(C(=O)Nc3cccc(C(C)=O)c3)C2)c1 (stereo unspecified)
  101, 6, 0.2, 25, 0, 1, 0, 1, 91, 1, 1
> CC(=O)NC(c1ccco1)c1ccc2cccnc2c1O (stereo unspecified)
  97, 20, 0.1, 16, 4, -1, -1, -1, 91, 1, 2
> O=C(COc1ccc(Br)cc1)N1CCN(c2ccccc2)CC1
  98, 8, 0.6, 49, -10, 4, -5, 0, 97, 2, -8
